HSP90 inh = inhibitors of HSP90 luciferase refolding in rabbit reticulocyte lysate | luciferase refolding luminescence, 3 h | inhibition, % at 5.6 µM | 0.91% of 290,000 active | AID 1789;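 active = inhibition above the screen-wide mean plus 3 SD, computed separately per campaign, cut at about 16% in these data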;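 note: 0% = DMSO wells and 100% = 60 µM geldanamycin wells; inhibitors lower the luminescence because luciferase stays unfolded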
aSyn 5UTR inh = MLPCN primary screen, SNCA 5' untranslated region | inhibition, % (tested at 7.5 µM) | 0.82% of 300,000 active | alpha-synuclein 5'UTR reporter, inhibitor activity; in the data active = inhibition above about 60%;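 note: H4 neuroglioblastoma cells stably carrying SNCA 5'UTR luciferase fusion; 0% = DMSO wells and 100% = positive control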
Platelet DG rel = platelet dense granule release activity; human platelet-rich plasma, SFLLRN dense granule ATP release, luminescence; inhibition, %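 (compounds screened at 7.5 µM in platelet-rich plasma)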; 0.22% of 300,000 active;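 active = mean replicate score, as percent of positive control, at or above 50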
IEC-6 cytotox = kills IEC-6 intestinal cells in KLF5 counter-screen | IEC-6 cytotoxicity, luminescence viability | 0.78% of 290,000 active | inhibition, % at 5 µM | AID 1825; in the data active = inhibition above about 22%;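 note: 0% = plate median of test compound wells and 100% = cytotoxic reference compound wells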
HSF1 activator = increases HSF-1 driven luciferase reporter signal. NIH3T3-HGL HSF-1 luciferase reporter, MG132, 8 h; 100% = twice DMSO control signal. activation, % at 9 µM. 1.7% of 300,000 active. AID 504408;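 active = mean replicate activation of at least 50% with a set share of replicates each reaching 50%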;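 note: 0% = median of the neutral control wells and 100% = twice that signal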
GSK3beta inhib = blocks human GSK3beta kinase activity | P49841 | GST-GSK3beta kinase, ADP-Glo luminescence, 60 min; hits give low values | activity score (negative = inhibition), % at 10 µM | 0.038% of 300,000 active | AID 2097;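 active = more than half of replicate wells score below -50%, meaning over 50% inhibition versus plate controls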;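 note: 0% = median DMSO wells and -100% = median GW8510 positive control wells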
Target sequence (P49841 whole entry, looked up): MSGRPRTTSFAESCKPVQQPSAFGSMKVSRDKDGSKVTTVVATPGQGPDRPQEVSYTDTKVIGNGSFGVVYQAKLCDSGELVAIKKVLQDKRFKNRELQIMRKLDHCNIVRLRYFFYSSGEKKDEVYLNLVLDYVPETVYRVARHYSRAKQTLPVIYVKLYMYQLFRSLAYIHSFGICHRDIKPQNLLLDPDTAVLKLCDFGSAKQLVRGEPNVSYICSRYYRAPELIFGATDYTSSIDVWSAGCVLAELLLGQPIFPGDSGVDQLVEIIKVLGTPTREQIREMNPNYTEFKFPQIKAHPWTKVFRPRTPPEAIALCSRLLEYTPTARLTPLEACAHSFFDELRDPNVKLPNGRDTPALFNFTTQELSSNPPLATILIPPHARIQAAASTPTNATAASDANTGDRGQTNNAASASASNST
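Test system: GST-tagged human GSK3beta kinase, cell-free; evaluation: activity score scaled between in-plate DMSO and GW8510 controls; measured by: ADP-Glo luminescence; incubation: 60 min reaction, RT; benchmarks: DMSO and 20 µM GW8510; reagent: peptide substrate plus 25 µM ATP (final); medium: Tris/MgCl2 kinase buffer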
GSK3A inh = human GSK-3 alpha kinase inhibition; AID 2650; 0.1% of 320,000 active; P49840; inhibition, % at 10 µM; ADP-Glo luminescence, 60 min;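 in the data active = inhibition above about 50%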;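 note: GST-tagged GSK-3 alpha with peptide substrate and 25 µM ATP; 0% = DMSO neutral wells and 100% = GW8510 positive control wells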
Target sequence (P49840 whole entry, looked up): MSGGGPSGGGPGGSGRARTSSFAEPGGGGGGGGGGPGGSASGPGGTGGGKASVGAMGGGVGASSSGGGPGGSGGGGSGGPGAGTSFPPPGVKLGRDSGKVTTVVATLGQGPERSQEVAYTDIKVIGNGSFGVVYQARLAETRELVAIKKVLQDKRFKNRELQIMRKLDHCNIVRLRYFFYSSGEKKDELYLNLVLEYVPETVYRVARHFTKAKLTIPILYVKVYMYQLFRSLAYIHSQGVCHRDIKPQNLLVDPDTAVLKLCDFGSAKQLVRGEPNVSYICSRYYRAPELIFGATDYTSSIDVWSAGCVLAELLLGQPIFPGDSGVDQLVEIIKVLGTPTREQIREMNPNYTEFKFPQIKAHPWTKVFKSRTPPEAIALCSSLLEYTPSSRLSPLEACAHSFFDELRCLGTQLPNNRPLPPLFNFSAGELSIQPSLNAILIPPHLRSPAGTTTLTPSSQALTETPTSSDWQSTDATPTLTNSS
DYRK1A inh = inhibitors of rat Dyrk1A kinase. Q63470. ADP-Glo luminescence, NFATc1 peptide. inhibition, % at 12.5 µM. 0.43% of 310,000 active. AID 504441; in the data active = inhibition above about 50%;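 note: plate controls were vehicle with enzyme for no effect and no enzyme for full effect; many of its hits are not listed in these tables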
KLF5 inh = kruppel-like factor 5 inhibition; 0.23% of 290,000 active; inhibition, % at 5 µM; DLD-1 KLF5 promoter-luciferase reporter, luminescence;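 active = inhibition above a per-plate limit of that plate's mean compound inhibition plus 3 SD, cut at about 60% in these data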;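 note: 0% = DMSO wells and 100% = LY294002 at 200 µM; higher means less KLF5 promoter-driven luciferase light; inactives centre near -14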
HSF1 inh = HSF1 inhibition | NIH3T3-HGL HSE-luciferase, MG132-induced, luminescence 8 h; hits give low values | AID 2098 | activity change, negative = inhibition, % at 7.5 µM (by protocol) | 0.77% of 300,000 active;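 active = more than half of replicate wells show activity change below -50%, luminescence cut by over half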;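 note: luciferase reports HSF-1 transcriptional activity via heat shock element; 0% = median of DMSO wells and -100% = zero luminescence signal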
* marks the source's active call; other numbers are inactive results; nt = not tested or not shown. An excerpt; rates above refer to the full screens.

SMILES	HSP90 inh	aSyn 5UTR inh	Platelet DG rel	IEC-6 cytotox	HSF1 activator	GSK3beta inhib	GSK3A inh	DYRK1A inh	KLF5 inh	HSF1 inh
O=C(c1ccccc1F)N(Cc1ccccc1)C1CCS(=O)(=O)C1 (stereo not drawn)	1	-1	-2	6	2	4	1	1	1	-3
OCC1CCCN(Cc2ccc(-c3ccccc3)cc2)C1 (stereo not drawn)	0	-21	5	-2	-11	-3	-1	3	-4	5
CN(Cc1ccsc1)C(=O)CCc1nnc(Cc2c[nH]c3ccccc23)o1	1	-26	6	0	5	6	-2	-3	-49	2
COc1ccc(NS(=O)(=O)c2ccc(N3CCOCC3)c(NC(=O)c3ccco3)c2)cc1	-2	-6	7	-5	-15	-1	-1	4	-12	-3
COc1ccccc1Oc1ccccc1[N+](=O)[O-]	0	4	-11	1	7	2	0	-2	2	4
[O-]/C(=C(\C(=S)Nc1ccc(SC(F)F)cc1)[n+]1cccc(CO)c1)c1ccc(Cl)s1	2	-71	-1	-3	6	1	-1	nt	-7	-1
Cc1ccc(-n2ncc3c(NCc4ccccn4)ncnc32)c(C)c1	-2	-9	1	4	-6	0	-2	0	-7	-3
COC(=O)CCC(=O)N1CCC(CCC(=O)NCc2ccc(F)cc2)CC1	-3	3	-7	5	-14	2	-1	-4	-22	-6
C/C(=N/NC(=O)CNC(=O)/C=C/c1ccccc1)c1ccco1	0	-30	7	-8	-2	2	0	-2	-30	1
Oc1ccc(C[C@@H]2CNCCN2CCCCC2CCCCC2)cc1	nt	-29	6	nt	6	-5	-1	-1	nt	4
Cc1cccn2c(=O)c3cc(C#N)c(=N)n(CCCN4CCOCC4)c3nc12	2	-8	-2	-4	-3	5	7	7	-6	-3
O=c1c2ccccc2nc(-c2cccs2)n1-c1ccc2ccccc2c1	1	-39	8	2	-11	-3	-2	0	-14	5
COc1ccc(CC(=O)NCC2CCCN(Cc3cccc(SC)c3)C2)cc1 (stereo not drawn)	2	9	-12	-5	11	0	0	5	-17	2
O=C(Cc1ccc(Cl)cc1)NC(=S)Nc1ccccc1O	-4	-2	4	-1	15	1	-2	-3	-1	10
COc1ccc(N2CCN(C(=O)CCc3ccccc3OC)CC2)cc1	2	-14	0	-2	-12	1	-2	1	-27	2
CCc1c(O)nc(SCC(N)=O)n(-c2ccccc2F)c1=O	-3	3	10	0	13	4	-3	2	-13	4
CN(C)CCN(Cc1ccco1)S(=O)(=O)c1ccc(-c2ccc(=O)[nH]n2)s1	-10	14	-1	-5	-1	0	2	-3	-26	-7
C=CCn1c(=O)c(C(=O)NCc2ccc3c(c2)OCO3)c(O)c2cc(OC)c(OC)cc21	-1	-23	23	-7	15	-1	2	10	-31	2
O=C(Nc1ccccc1)c1cccc(NC(=O)c2ccco2)c1	nt	-12	-1	nt	-1	1	-4	nt	nt	-3
O=C(CCCCCNC(=S)Nc1ccc(Cl)cc1)C[N+](=O)[O-]	3	-1	7	-2	-14	0	-3	-1	-12	-6
O=C(NCCc1ccc(Cl)cc1)c1cc2ccccn2n1	-2	-58	-1	1	33	-2	-1	-1	-34	21
CCN1C(=O)/C(=C2\SC(=S)N(CCCOC)C2=O)c2ccccc21	2	-17	-1	-2	-9	4	-2	1	3	6
COc1ccc(C2N3CC4(C)CN2CC(C)(C3)C4O)cc1 (stereo not drawn)	-4	14	-1	-4	8	3	0	2	-18	-1
O=C(CSc1nnc(-c2cccnc2)o1)Nc1cccc(F)c1	nt	-86	2	nt	9	1	-2	-4	nt	7
COc1ccc2nc(-n3c(O)c(C4=c5ccccc5=NC4=O)[nH]c3=S)sc2c1	3	-74	1	4	11	1	5	63*	16	0
Continuation.
SMILES	HSP90 inh	aSyn 5UTR inh	Platelet DG rel	IEC-6 cytotox	HSF1 activator	GSK3beta inhib	GSK3A inh	DYRK1A inh	KLF5 inh	HSF1 inh
C=CCN1C(=O)c2ccc(C(=O)N(C)CC(=O)Nc3ccccc3Cl)cc2C1=O	nt	-1	10	nt	10	3	-1	3	nt	-1
O=C(c1cc(-c2cccs2)nc2ccccc12)N1CCN(c2ccccc2)CC1	3	-34	1	2	29	-2	0	2	0	-2
CCOc1ccc(C(C)NC(=O)Cc2ccccc2F)cc1OCC (stereo not drawn)	2	18	1	-3	-20	4	-1	-1	-10	-1
O=C1C2C3C=CC(CC3)C2C(=O)N1c1ccc(Cl)cc1Cl (stereo not drawn)	1	-2	4	-3	20	-3	0	2	-20	0
Cc1cccc2nc(CNC(=O)CC3C(=O)NCCN3Cc3cccc(F)c3)cn12 (stereo not drawn)	-2	7	-15	-6	9	nt	-1	-4	-32	-2
C=CCn1c(NCCc2ccccc2)nc2c1c(=O)n(C)c(=O)n2C	-3	11	-9	-1	-3	-1	nt	3	-27	-4
Cc1cccc(NC(=O)CSc2ccc(-c3ccco3)nn2)c1	-1	32	-8	2	12	1	2	-10	12	-3
CCOC(=O)C(CC)(CCC(=O)OC)c1csc(Nc2ccccc2O)n1 (stereo not drawn)	1	-14	-1	0	1	3	-8	nt	0	-1
CCc1cccc(NC(=O)CN(c2ccc(C)cc2)S(=O)(=O)c2c(C)noc2C)c1	-3	-7	19	-4	-3	2	-1	1	-22	5
O=C(OCC(=O)N1CCN(c2ccccc2)CC1)C1=COCCO1	-4	-34	7	-8	-5	3	-1	-7	0	-4
COc1ccc(-c2onc(C)c2-c2ccccc2)c(O)c1	5	-19	-3	-2	-6	4	0	-3	6	1
CCN(CC)CCNC(=O)Cn1c(=O)c2cccn2c2ccc(F)cc21	-3	14	-5	1	1	2	-2	-7	-15	-1
S=c1[nH]nc(-c2ccc(Cl)cc2)n1/N=C/C=C/c1ccco1	-4	-7	-24	-15	5	2	3	-7	-24	-1
Cc1ccc(OCc2nnc(SCC(=O)Nc3nccs3)n2-c2ccccc2)cc1C	-4	-15	2	4	1	5	1	3	-25	-6
O=C(N/N=C/c1ccc(N2CCOCC2)s1)c1ccccc1Cl	-3	-116	10	-2	-24	-2	1	1	-45	-9
O=C(O)/C=C/C(=O)Nc1ccccc1-c1ccccc1NC(=O)/C=C/C(=O)O	-1	-2	-4	-3	0	3	1	12	16	-6
O=c1c2c(nc3nc(CCc4ccccc4)[nH]n13)CCC2	4	nt	nt	3	nt	-5	-1	-1	10	nt
CCN1CCn2c3c(c4cc(Cl)ccc42)CCCC31 (stereo not drawn)	-1	0	4	9	5	-1	3	-5	-14	4
Nc1nnc(SCc2cccc(C(F)(F)F)c2)s1	-1	-14	-2	11	12	4	-2	11	0	24
Cc1ccc(OCc2ccc(C(=O)NCC3CCCO3)cc2)cc1 (stereo not drawn)	-2	-11	-2	-1	13	-2	-1	3	-47	5
Cc1ccc(C(C(=O)NCC2CCCO2)N(Cc2ccccc2F)C(=O)Cn2nnc(-c3cccs3)n2)cc1 (stereo not drawn)	6	-11	0	12	30	1	-1	3	-14	6
Cc1ccc(C)c(S(=O)(=O)Nc2ccc(S(=O)(=O)Nc3onc(C)c3C)cc2)c1	0	-21	-2	5	6	0	nt	-2	-15	0
Cc1[nH]n(C(N)=S)c(=O)c1N=Nc1ccccc1C(F)(F)F	1	-14	4	-3	7	-1	17	-2	-22	-5
COc1ccc(/C=N/NC(=O)OC(C)(C)C)cc1OC	-1	1	10	-4	3	0	-2	0	-9	-2
CCN(C(=O)c1cnc(NC(C)C)cc1C(F)(F)F)c1ccc(Cl)cc1Cl	-1	-11	-6	2	8	1	5	-4	-7	2
Carrying on:
SMILES	HSP90 inh	aSyn 5UTR inh	Platelet DG rel	IEC-6 cytotox	HSF1 activator	GSK3beta inhib	GSK3A inh	DYRK1A inh	KLF5 inh	HSF1 inh
CCN(CC)c1nc(N2CCOCC2)c(C#N)c2c1CN(C)CC2	0	-5	4	-2	0	-15	nt	1	17	-5
Cn1nc(-c2ccccc2)cc1NC(=O)C1CCCCC1	-1	-70	-8	1	16	0	0	nt	-18	10
COc1ccc(NC2(c3ccc(Cl)cc3)C(=O)c3ccccc3C2=O)cc1	1	-44	-3	0	-1	-2	nt	5	-15	5
O=C1OC(c2ccccc2)=C/C1=C/c1cccs1	1	-26	2	-6	11	1	-3	-2	-36	0
CC(=O)Nc1ccc(Nc2nnc(-c3ccc(C)c(S(N)(=O)=O)c3)c3ccccc23)cc1	-3	0	-1	-6	8	4	1	-1	-15	-2
COC(=O)c1cc2n(n1)CCN(Cc1ccccc1Cl)C2=O	4	32	-12	-1	4	5	0	-2	1	-9
CCn1c(SC(C)C)nnc1C1CCN(S(=O)(=O)c2ccc(OC)cc2)CC1	2	6	4	1	3	1	-1	-4	0	-1
O=C(NCc1ccc2c(c1)OCO2)c1cc(Cl)ccc1Cl	0	-22	-9	-1	5	3	-2	nt	-17	1
Cc1ccc([N+](=O)[O-])cc1NC(=O)CCSc1ccc(Cl)cc1	4	4	3	-4	16	-2	0	6	1	1

Molecules shown so far that have two or more sulfur atoms, in the order listed:
SMILES	HSP90 inh	aSyn 5UTR inh	Platelet DG rel	IEC-6 cytotox	HSF1 activator	GSK3beta inhib	GSK3A inh	DYRK1A inh	KLF5 inh	HSF1 inh
[O-]/C(=C(\C(=S)Nc1ccc(SC(F)F)cc1)[n+]1cccc(CO)c1)c1ccc(Cl)s1	2	-71	-1	-3	6	1	-1	nt	-7	-1
CN(C)CCN(Cc1ccco1)S(=O)(=O)c1ccc(-c2ccc(=O)[nH]n2)s1	-10	14	-1	-5	-1	0	2	-3	-26	-7
CCN1C(=O)/C(=C2\SC(=S)N(CCCOC)C2=O)c2ccccc21	2	-17	-1	-2	-9	4	-2	1	3	6
COc1ccc2nc(-n3c(O)c(C4=c5ccccc5=NC4=O)[nH]c3=S)sc2c1	3	-74	1	4	11	1	5	63*	16	0
Cc1ccc(OCc2nnc(SCC(=O)Nc3nccs3)n2-c2ccccc2)cc1C	-4	-15	2	4	1	5	1	3	-25	-6
Nc1nnc(SCc2cccc(C(F)(F)F)c2)s1	-1	-14	-2	11	12	4	-2	11	0	24
Cc1ccc(C)c(S(=O)(=O)Nc2ccc(S(=O)(=O)Nc3onc(C)c3C)cc2)c1	0	-21	-2	5	6	0	nt	-2	-15	0
CCn1c(SC(C)C)nnc1C1CCN(S(=O)(=O)c2ccc(OC)cc2)CC1	2	6	4	1	3	1	-1	-4	0	-1

Compound activity: PubChem BioAssay, several laboratories
